BoNT A protease – BoNT/A light chain protease inhibitors, primary screen, biochemical, flow cytometry, MLPCN library; 360,000 compounds, 0.17% hits; inhibition, % at 10 µM; AID 588499, 2011; multiplex microsphere protease substrate cleavage; note: plate controls were buffer without enzyme for full effect and enzyme alone for no effect
3CLpro inhibitor – SARS-CoV 3CLpro protease inhibitors, primary screen, biochemical, quenched FRET; AID 1706, 2009; Replicase polyprotein 1ab (Severe acute respiratory syndrome coronavirus), P0C6X7; recombinant SARS-CoV 3CLpro, quenched FRET peptide cleavage; 290,000 compounds, 0.14% hits; inhibition, % at 6 µM; in the data active = inhibition above about 12%
DUSP3 inh – VHR1 phosphatase inhibitors, primary screen, biochemical, absorbance, uHTS | Dual specificity protein phosphatase 3 (Homo sapiens), P51452 | recombinant VHR phosphatase, pNPP absorbance | inhibition, % at 13.3 µM | 290,000 compounds, 0.52% hits | AID 1654, 2009; in the data active = inhibition above about 50%; note: some compounds called inactive have numbers as strong as hits
Target sequence (P51452 whole entry, looked up): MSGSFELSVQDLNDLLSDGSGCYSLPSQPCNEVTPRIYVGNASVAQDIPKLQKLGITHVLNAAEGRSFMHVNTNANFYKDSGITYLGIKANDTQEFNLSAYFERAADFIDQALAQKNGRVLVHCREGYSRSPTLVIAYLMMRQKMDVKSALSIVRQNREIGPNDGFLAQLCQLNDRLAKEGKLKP
Anthrax LF prot – Bacillus anthracis LF protease inhibitors, primary screen, biochemical, multiplex microsphere, MLPCN library. Lethal factor (Bacillus anthracis), P15917. multiplex microsphere protease cleavage assay. inhibition, % at 10 µM. 360,000 compounds, 0.12% hits; note: plate controls were buffer without enzyme for full effect and enzyme alone for no effect
BoNT F protease – BoNT/F light chain protease inhibitors, primary screen, biochemical, flow cytometry, MLPCN library. Multiplex microsphere protease cleavage assay. inhibition, % at 10 µM. 360,000 compounds, 0.22% hits; in the data active = inhibition above about 35%, passing the limit was not always enough; inconclusive = no clear call, values can overlap the other calls; note: plate controls were buffer without enzyme for full effect and enzyme alone for no effect
MazF activator – activators of E. coli MazEF toxin-antitoxin RNase, primary screen, biochemical, fluorescence, uHTS. 350,000 compounds, 0.32% hits. FAM/BHQ RNA-DNA oligo cleavage fluorescence, 5 h. Endoribonuclease toxin MazF (Escherichia coli (strain K12)), P0AE70. activation, % at 20 µM. AID 504720, 2011; in the data active = activation above about 50%
Target sequence (P0AE70 whole entry, looked up): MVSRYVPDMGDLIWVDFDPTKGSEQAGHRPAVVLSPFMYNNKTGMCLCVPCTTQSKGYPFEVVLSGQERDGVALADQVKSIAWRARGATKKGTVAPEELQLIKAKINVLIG
CCHF vOTU inh – CCHFV vOTU protease inhibitors, primary screen, biochemical, Pep-AMC substrate, fluorescence. Crimean-Congo hemorrhagic fever virus L polyprotein viral ovarian tumor (vOTU) protease …. 370,000 compounds, 0.55% hits. inhibition, % at 11.5 µM. AID 651958, 2012; in the data active = inhibition above about 30%; note: 0% = vehicle wells with enzyme and 100% = no enzyme wells
PrPC surface inh – inhibitors of human cell surface prion protein PrPC, primary screen, cell-based, TR-FRET; Major prion protein (Homo sapiens), P04156; TR-FRET read-out; inhibition, % at 13.8 µM; 370,000 compounds, 0.43% hits; AID 720596, 2013; in the data active = inhibition above about 24%; note: 0% = median of the test wells and 100% = reference compound wells
PriA SSB inh – inhibitors of Klebsiella pneumoniae PriA binding to SSB C-terminal tail, primary screen, biochemical, AlphaScreen | AID 1272365, 2023 | 430,000 compounds, 0.6% hits | inhibition, % at 33 µM | PriA–SSB C-terminal tail interaction (Klebsiella pneumoniae) | AlphaScreen SSBct-PriA binding, biotinylated peptide; in the data active = inhibition mostly above about 37%, no sharp cut-off; inactive = mostly below about 20%;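 note: plate controls were negative control peptide for no effect and reference peptide for full effect; strong numbers were not always called active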
Rv3671c protease – Rv3671c serine protease inhibitors, primary screen, biochemical, fluorescence polarization, M. tuberculosis H37Rv | inhibition, % at 5.96 µM | 320,000 compounds, 0.048% hits | P9WHR9; in the data active = inhibition above about 38%;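 note: extracellular domain of Rv3671c used as enzyme; 0% = enzyme with DMSO and 100% = no enzyme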
Target sequence (P9WHR9 whole entry, looked up, the tested form may be a part): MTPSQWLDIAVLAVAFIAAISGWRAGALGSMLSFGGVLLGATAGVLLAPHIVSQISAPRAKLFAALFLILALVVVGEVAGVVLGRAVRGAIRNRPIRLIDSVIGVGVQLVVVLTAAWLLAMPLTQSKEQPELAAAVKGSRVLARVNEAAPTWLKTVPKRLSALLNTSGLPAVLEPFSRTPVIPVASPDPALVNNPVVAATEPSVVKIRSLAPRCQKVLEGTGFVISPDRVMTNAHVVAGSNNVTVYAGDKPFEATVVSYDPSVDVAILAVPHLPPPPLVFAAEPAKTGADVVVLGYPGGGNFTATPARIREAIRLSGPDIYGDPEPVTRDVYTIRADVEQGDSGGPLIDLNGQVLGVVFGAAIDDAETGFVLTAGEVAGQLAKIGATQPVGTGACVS
* = called active by the depositor; ? = inconclusive; · = not tested or not shown; & = joins results of further samples; ! = a repeat was not active. Cut-off read from the data, not from the text of the source, unless noted: active = inhibition above about 30%; inconclusive = no clear call, values can overlap the other calls; inactive = below that. This is a subset. The share of hits here may be higher or lower than overall.

Order of values – BoNT A protease	3CLpro inhibitor	DUSP3 inh	Anthrax LF prot	BoNT F protease	MazF activator	CCHF vOTU inh	PrPC surface inh	PriA SSB inh	Rv3671c protease
Cc1nc(C(F)(F)F)ccc1C(=O)N1CCC1(C)C(=O)NS(C)(=O)=O (centres undefined)
    0.1	·	·	0	0	·	-4	9	·	·
Cc1c(C)c2ccc(OCC(=O)N(C)C)c(C)c2oc1=O
    -0.6	0	0	-2	2	7	-30	3	-1	-5
CCOC(=O)Cn1nc(C)cc1NC(=O)c1ccncc1
    -1.0	0	16	-2	-7	-1	6	-9	-3	-4
COCCCn1c(SCc2ccccc2)nc2cc(OC)c(OC)cc2c1=N
    0.4	1	31	-2	-8	5	14	1	-5	5
CCCn1c(SCC(=O)NC2CCCC2)nnc1-c1ccccn1
    -1.9	2	11	4	-3	2	-3	-5	-15	3
c1csc(-c2nc3c4ccccc4c4ccccc4c3[nH]2)c1
    0.1	-1	8	-9	-3	11	-45	5	13	-39
COc1ccc(Cl)cc1NC(=O)NCC1CCN(Cc2ccccc2F)CC1
    -2.6	-6	-13	-1	16	5	-7	0	9	4
CC(=O)c1cccc(-c2ccnc3c2CC(C(=O)Nc2cccc(OC(F)(F)F)c2)O3)c1 (centres undefined)
    0.0	·	·	-4	5	·	21	1	·	·
CCOC(=O)c1[nH]c(C)c(CC(C)C)c1C
    -0.6	6	24	-9	-2	-7	·	·	-8	6
CCOC(=O)C1CCN(c2c(NC3CCCCCCC3)c(=O)c2=O)CC1
    -0.9	-4	21	-5	3	10	9	-14	-11	0
COc1ccccc1CNC(=O)CCn1c(=O)oc2ccccc21
    -0.8	-3	-28	3	-6	9	19	-4	-4	3
COc1ccc(OCc2nnc3n2N=C(c2ccc(OC)cc2)CS3)cc1
    -0.3	-4	6	-2	-1	14	3	13	-3	-6
O=S(=O)(Nc1ccccc1Cl)c1cc(NC(=S)NCCN2CCOCC2)ccc1Cl
    -2.3	-1	2	-2	-3	4	-12	8	-8	-2
COc1ccc(NC(=O)c2cc(-c3ccccc3Cl)no2)cc1
    0.3	-1	29	-3	-3	5	10	12	-16	-8
CC1(C)Cc2nc3oc4c(=O)n(CC(=O)Nc5cccc(Cl)c5)cnc4c3cc2CO1
    -1.7	-1	31	-4	?	13	-17	-5	-4	-3
COc1ccc(OC)c2c1cc(C(=O)N[C@H](C(=O)N1CCC(C(=O)O)CC1)C(C)C)n2C
    -2.9	-5	13	-14	-6	1	36*	1	1	·
Cc1ccc(F)cc1NC(=O)c1cnccn1
    -1.3	4	18	2	-5	3	8	5	-6	8
COc1cc2ccccc2cc1C(=O)N(CCN(C)C)c1nc2c(OC)ccc(OC)c2s1
    -2.0	-9	-7	-4	-2	1	-3	-12	46*	-5
COc1ccc(-c2csc(NC(=O)c3ccccc3C(=O)O)n2)cc1
    -0.3	5	16	0	-6	7	3	-1	-2	-6
C=CCn1c(-c2cccc(OC)c2OC)n[nH]c1=S
    -0.2	-7	6	-4	0	8	3	11	-12	-2
Cn1c(=O)oc2cc(S(=O)(=O)NCCC(=O)NC3CCCC3)ccc21
    0.6	4	21	-4	3	2	-8	0	-5	1
CCOC(=O)Nc1ccc([N+](=O)[O-])cc1OC
    0.7	-3	·	-4	1	10	-5	-13	-5	-1
CCNC(=S)N1CCN(CCNC2=CC(=O)CC(C)(C)C2)CC1
    0.1	-5	23	-1	-3	6	-8	-1	-11	2
C=CCn1c(=NC(=O)C2COc3ccccc3O2)sc2cc(S(N)(=O)=O)ccc21 (centres undefined)
    0.0	6	3	2	-4	11	2	12	-8&2	-4
CNc1nc(-c2ccc([N+](=O)[O-])cc2)cs1
    1.1	6	20	-3	-34	-2	13	-40	4	-3
Nc1ncn([C@H]2C[C@H](O)[C@@H](CO)O2)c(=O)n1
    -1.0	·	·	-1	-2	-9	-2	-6	-18	-3
COC(=O)C1C(=O)C2=C(CC1C)NC(C)=C(C(=O)OCc1ccc(OC)cc1)C2c1ccc(C)o1 (centres undefined)
    -0.5	-2	-11	-2	-17	-4	3	-13	-6	-16
COc1cccc(CN2CCC(n3nccc3NC(=O)CCCc3ccccc3)CC2)c1
    -1.7	-2	-9	-1	0	-1	-3	-4	15	2
C[C@H](CO)N1C[C@H](C)[C@@H](CN(C)Cc2ccc(-c3ccccc3)cc2)Oc2c(NC(=O)Cc3ccccc3)cccc2C1=O
    0.5	·	·	-5	4	-1	·	·	3	-12
CCOC(=O)N1CCN(C(=O)c2ccc(NS(C)(=O)=O)cc2)CC1
    -0.3	3	-5	-3	1	9	-7	-9	-4	-5
CN(C)CCN(C(=O)c1ccc(S(=O)(=O)N(C)c2ccccc2)cc1)c1nc2ccc(Cl)cc2s1
    -1.2	3	0	6	-2	-1	-1	3	1	9
C=CC[C@H](CC(=O)N(CCO)Cc1ccccc1)C(=O)N[C@@H](C)COC(=O)[C@H](CC=C)CC(=O)OC(C)(C)C
    -0.2	·	·	-2	-4	2	9	-7	-1	0
Cc1ccc2sc(N(CCCN(C)C)C(=O)c3ccc(S(=O)(=O)N(C)C4CCCCC4)cc3)nc2c1C
    -0.7	·	·	-4	4	6	0	-12	40*!	-3
COc1ccc(-c2nc3ccc(C)cn3c2CC2CCCCC2)cc1OC
    2.8	·	·	-2	-12	·	4	2	·	·
COc1cc(/C=N/NC(=O)CSc2cc(C)c(Br)cc2C)ccc1O
    0.8	-1	-30	-4	-3	3	8	-1	·	-6
COCC(=O)Oc1c(Sc2ccccc2[N+](=O)[O-])c(C)nn1C(C)(C)C
    0.6	3	12	-3	-6	0	28	-6	8	-7
COc1ccc(NC(=O)C2C3C=CC4(O3)C2C(=O)N(CCN2CCCCC2C)C4C(=O)NC2CCCCC2)cc1 (centres undefined)
    1.7	1	-4	0	-5	12	15	-5	3	-4
COc1cc(/C=C2\C(=O)N(CCC#N)N=C2C)c(Br)cc1OC(C)C
    0.1	0	22	-3	-3	2	8	-6	-24	-146
C[C@H](N)c1nnc(SCc2c(Cl)cccc2Cl)o1
    1.8	3	6	12	2	-9	4	1	-10	-2
COc1cccc(CNC(=O)CCC2CCCN(C(=O)c3cscn3)C2)c1 (centres undefined)
    -1.5	0	9	2	-7	-3	6	-1	-9	4
COc1ccc(N2CCN(C(=O)CN(CCc3ccccc3)S(C)(=O)=O)CC2)cc1
    -0.4	-5	45	-6	-4	-12	-10	7	3	9
COc1ccnc(Oc2ccc(F)cc2)c1C(=O)N/C=N/OCc1ccc(F)cc1
    0.7	8	-12	2	-1	-1	7	6	·	-11
Cc1cc(C)nc(NC(=O)/C=C/c2ccccc2Cl)n1
    0.0	-1	-11	2	-1	3	13	-10	-10	1
Oc1ccc(Nc2nnc(-c3ccc(O)cc3)c3ccccc23)cc1
    -1.4	0	32	-4	-3	18	-10	-16	-10	12
CN1CCN(S(=O)(=O)c2ccc(N3CCN(c4ccc(O)cc4)CC3)c([N+](=O)[O-])c2)CC1
    3.2	·	·	4	-5	1	8	-36	17	-7
C[C@H](NC(=O)c1ccccc1)C(=O)N1CCN(c2ccccc2)CC1
    1.0	-2	10	2	1	3	3	-7	-6	3
CC(C)(C)n1nnnc1C1c2ccccc2C(=O)N1CCc1c[nH]c2ccccc12 (centres undefined)
    1.0	·	·	-2	4	·	12	5	·	·
CCCNC(=O)c1cc(C2CCCCN2S(=O)(=O)c2cccc3cccnc23)on1 (centres undefined)
    -0.3	·	·	-7	2	·	-1	-7	·	·
O=C(c1ccco1)N(Cc1cccc(Cl)c1)C1CCS(=O)(=O)C1 (centres undefined)
    1.4	-3	5	-2	10	16	13	-4	-1	-4
CCOC(=O)c1nn(-c2cc(C(=O)OC)cc(C(=O)OC)c2)cc1O
    0.3	-5	33	-2	-4	6	-11	-3	-11	-7
Cc1nnc(NC(=O)C2CSC3(C)CCC(=O)N23)s1 (centres undefined)
    ·	·	·	·	·	4	-6	0	-21	2
O=C(O)c1nn(CCOc2ccc(Cl)cc2Cl)c(=O)c2ccccc12
    -2.1	-1	28	-2	0	2	3	-3	-14	-6
Cc1ccc(NC(=O)Cn2cccc2)c(Br)c1
    -0.9	1	26	-2	-2	9	12	-4	5	-3
NC(=O)C1CCCN(CC(=O)Nc2cc(S(=O)(=O)N3CCOCC3)ccc2N2CCCC2)C1 (centres undefined)
    -1.2	·	·	1	-6	6	1	0	-12	7
COc1ccccc1-n1c(-c2ccc(Cl)cc2)c[nH]c1=S
    -0.2	2	17	-5	-2	2	8	6	16	2

For reference, eight of the compounds above:
Order of values – BoNT A protease	3CLpro inhibitor	DUSP3 inh	Anthrax LF prot	BoNT F protease	MazF activator	CCHF vOTU inh	PrPC surface inh	PriA SSB inh	Rv3671c protease
CN(C)CCN(C(=O)c1ccc(S(=O)(=O)N(C)c2ccccc2)cc1)c1nc2ccc(Cl)cc2s1
    -1.2	3	0	6	-2	-1	-1	3	1	9
C=CC[C@H](CC(=O)N(CCO)Cc1ccccc1)C(=O)N[C@@H](C)COC(=O)[C@H](CC=C)CC(=O)OC(C)(C)C
    -0.2	·	·	-2	-4	2	9	-7	-1	0
Cc1ccc2sc(N(CCCN(C)C)C(=O)c3ccc(S(=O)(=O)N(C)C4CCCCC4)cc3)nc2c1C
    -0.7	·	·	-4	4	6	0	-12	40*!	-3
COc1ccc(-c2nc3ccc(C)cn3c2CC2CCCCC2)cc1OC
    2.8	·	·	-2	-12	·	4	2	·	·
COc1cc(/C=N/NC(=O)CSc2cc(C)c(Br)cc2C)ccc1O
    0.8	-1	-30	-4	-3	3	8	-1	·	-6
COCC(=O)Oc1c(Sc2ccccc2[N+](=O)[O-])c(C)nn1C(C)(C)C
    0.6	3	12	-3	-6	0	28	-6	8	-7
COc1ccc(NC(=O)C2C3C=CC4(O3)C2C(=O)N(CCN2CCCCC2C)C4C(=O)NC2CCCCC2)cc1 (centres undefined)
    1.7	1	-4	0	-5	12	15	-5	3	-4
COc1cc(/C=C2\C(=O)N(CCC#N)N=C2C)c(Br)cc1OC(C)C
    0.1	0	22	-3	-3	2	8	-6	-24	-146

High-throughput results deposited in PubChem BioAssay by several laboratories.
